# Kir21 block: inhibitors of mouse Kir2.1 inward-rectifier potassium channel. HEK293-Kir2.1, FluxOR thallium flux fluorescence; stronger effect = lower value. B-score at 10 µM. hit rate 0.85% among 310,000. AID 1672;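 active = fluorescence ratio B-score at or below minus 3 SD of library scores, with starting-brightness B-score within 2 SD, cut at about -4.2 in these data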;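 also: channel flux triggered by added potassium and thallium sulfate stimulus; B-score of peak minus minimum fluorescence over baseline after thallium stimulus; more negative B-score means stronger Kir2.1 block with less thallium influx; some compounds called inactive have numbers as strong as hits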
# KCNQ2 block: KCNQ2 channel blockers in CHO-K1 cells – cell-based, FluxOR thallium flux, B-score, primary screen (AID 2156) | O88943 | 20 min; stronger effect = lower value | B-score at 10 µM | hit rate 1.1% among 310,000;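 active = fluorescence ratio B-score at most minus 3 library SDs, with starting brightness B-score within 2 library SDs, cut at about -5.5 in these data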
# Target sequence (O88943 whole entry, looked up): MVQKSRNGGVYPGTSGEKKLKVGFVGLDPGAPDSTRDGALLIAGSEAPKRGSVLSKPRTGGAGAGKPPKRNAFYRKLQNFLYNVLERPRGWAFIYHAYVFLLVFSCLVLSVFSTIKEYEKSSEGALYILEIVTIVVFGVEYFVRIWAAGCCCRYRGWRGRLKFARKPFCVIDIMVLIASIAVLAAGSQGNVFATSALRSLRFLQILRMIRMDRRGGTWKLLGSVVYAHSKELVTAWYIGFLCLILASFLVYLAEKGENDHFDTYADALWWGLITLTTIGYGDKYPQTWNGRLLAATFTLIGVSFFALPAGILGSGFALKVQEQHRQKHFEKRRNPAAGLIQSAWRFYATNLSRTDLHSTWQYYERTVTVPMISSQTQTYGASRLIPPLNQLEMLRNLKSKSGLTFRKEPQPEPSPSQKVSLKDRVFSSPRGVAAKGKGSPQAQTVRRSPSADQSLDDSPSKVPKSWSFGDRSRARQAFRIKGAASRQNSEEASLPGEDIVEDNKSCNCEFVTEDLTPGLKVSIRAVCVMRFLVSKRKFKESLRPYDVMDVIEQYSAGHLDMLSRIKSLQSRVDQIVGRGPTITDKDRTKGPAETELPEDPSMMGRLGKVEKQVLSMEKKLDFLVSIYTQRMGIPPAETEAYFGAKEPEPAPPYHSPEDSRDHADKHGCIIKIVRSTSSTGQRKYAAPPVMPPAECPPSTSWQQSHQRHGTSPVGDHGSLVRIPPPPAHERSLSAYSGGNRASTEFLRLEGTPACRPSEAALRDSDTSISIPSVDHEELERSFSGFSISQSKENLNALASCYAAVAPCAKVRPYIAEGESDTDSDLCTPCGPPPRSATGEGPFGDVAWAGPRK
# An asterisk follows results filed as active; i = inactive.
SMILES,Kir21 block,KCNQ2 block
COc1ccc(Cl)cc1NC(=O)C1CCCN(S(=O)(=O)c2cccc3nonc23)C1 (stereo not drawn),-0.99,i
Cc1ccc(S(=O)(=O)N2CC3(C)CN(S(=O)(=O)c4ccc(C)cc4)CC(C)(C2)C3O)cc1 (stereo not drawn),0.16,i
Cc1cc(OCC(=O)NCCN2CCOCC2)cc(C)c1Br,0.38,i
CCN(c1ccccc1)S(=O)(=O)c1ccc(F)c(C(=O)O)c1,0.64,i
Cc1ccccc1OCC(=O)NC(=S)Nc1ccc2c3c(cccc13)CC2,-1.86,i
Cn1c(SCC(=O)NC2CCCC2)nnc1-c1ccccn1,1.14,i
Cc1ccc(Cl)cc1NC(=O)COC(=O)C1CCCC1,1.12,i
C=CCCCOc1ccc(C(=O)O)cc1,-0.15,i
FC(F)(F)c1nnc2ccc(NCc3cccnc3)nn12,0.33,i
CCC(CC)Nc1ccc(C(CC(N)=O)NC(=O)Cc2cccc3ccccc23)cc1[N+](=O)[O-] (stereo not drawn),0,i
CCOC(=O)N(Cc1ccccc1)C(C(=O)O)C(C(=O)O)N(Cc1ccccc1)C(=O)OCC (stereo not drawn),-0.55,i
O=C(COc1ccc([N+](=O)[O-])cc1Cl)Nn1cnnc1,0.01,i
C/C(CC(=O)NCCCN1CCOCC1)=N\NC(=O)COc1ccc(C)cc1,-1.2,i
CC1=C(C(=O)NC2CCCc3c2cnn3-c2ccc(F)cc2F)OCCO1 (stereo not drawn),0.37,i
CCOc1ccc(S(=O)(=O)N2CCOCC2)cc1NC(=O)c1ccc(N2CCCC2=O)cc1,2.53,i
Cc1cc(C)c(C(N)=O)c(Nc2cccc(Cl)c2C)n1,-1.1,i
COc1ccc(-n2nc(C(=O)O)cc2-c2ccccc2)cc1,1.35,i
O=C(Nc1cccc(S(=O)(=O)C(F)F)c1)c1ccc(S(=O)(=O)N2CCCC2)cc1,0.03,i
O=C(NCCc1cccc(C(F)(F)F)c1)C1CCC(=O)N(C2CC2)C1 (stereo not drawn),-1.1,i
CC(=O)NCCC(=O)Nc1nc(-c2c[nH]c3ccccc23)cs1,0.02,i
Cc1cc(NC(=O)CSc2ccc3nnc(-c4ccc(F)cc4)n3n2)no1,-0.71,i
O=C1NC(=S)N(C(=O)c2ccc(F)cc2)/C1=C/c1cccnc1,-1.25,i
CC(Sc1cnc2ccccc2n1)C(=O)O (stereo not drawn),-0.3,i
COc1cc(S(=O)(=O)N2CCC(C(N)=O)CC2)c(C)cc1C,0.77,i
Cc1ccc(NC(=S)N(CCCN2CCN(C)CC2)Cc2cccs2)cc1C,-0.05,i
# (listing goes on)
SMILES,Kir21 block,KCNQ2 block
COc1cc(C(=O)NCCN=C2NS(=O)(=O)c3ccccc32)cc(OC)c1OC,2.39,i
COc1ccc(C(C)=O)cc1COc1cccc2c1OC(C)(C)C2,-5.01*,i
COc1ccccc1NC(=S)N1CCN(c2cccc(C)c2C)CC1,-0.81,i
CC(=O)Nc1ccc(C(=O)N/C(=C/c2ccccc2)C(=O)Nc2cccc(C(=O)O)c2)cc1,-0.01,i
CN1CCN(c2nc(Nc3ccc(F)cc3)nc(Nc3ccc(F)cc3)n2)CC1,-2.3,i
Cc1cc(Br)cc(Br)c1OCC(=O)NNC(=O)Nc1ccccc1,-1.63,i
CCOC(=O)C1CCN(C(=O)Nc2ccc(NC(=O)C3CCN(C(=O)OCC)CC3)cc2)CC1,-0.81,i
COc1ccc(NC2CCCN(C(=O)CCN3CCCO3)C2)cc1 (stereo not drawn),1.26,i
COc1ccc(C(CC(=O)O)c2ccc3c(c2)OCO3)cc1 (stereo not drawn),-0.42,i
Cc1nc(-c2ccncc2)sc1C(=O)Nc1ccc(Cl)cc1,1.37,i
CCC(C)OC(=O)C(C)Oc1ccc(-c2ccccc2)cc1 (stereo not drawn),-0.64,i
CCCn1c(O)c(CN2CCCC(C)C2)c(C)c(C#N)c1=O (stereo not drawn),1.39,i
Cc1ccc(CNC(=O)C2CCCN(c3nc4ccccc4o3)C2)cc1 (stereo not drawn),1.31,i
CCOC(=O)C(C(=O)OCC)C(Nc1ccc(Br)cc1)c1ccccc1 (stereo not drawn),0.46,i
COc1cc(O)oc1C=Nc1ccccc1,1.44,i
COCCNC(=O)CN(c1ccccc1OC)S(C)(=O)=O,0.03,i
COc1cc(SC)ccc1C(=O)OC(C)C(=O)Nc1ccc(NC(C)=O)cc1 (stereo not drawn),-1.43,i
O=C1C(Cl)=C(N2CCN(Cc3ccccc3)CC2)C(=O)N1Cc1ccccc1,0.16,i
CN1CCN(C(=O)CC2C(=O)NCCN2Cc2ccc(-c3ccccc3)cc2)CC1 (stereo not drawn),1.51,i
CC(c1ccco1)N(C(=O)c1ccc(C(F)(F)F)cc1)c1ccccn1 (stereo not drawn),-2.74,i
COC(=O)c1c(C)[nH]c(O)c1C=Nc1ccc(Oc2ccccc2)cc1,-0.44,i
Cc1nnsc1C(=O)NC1CCCCC1,1.03,i
CCOc1ccc(NC(=O)CCC(=O)N/N=C/c2ccc([N+](=O)[O-])s2)cc1,1.45,i
CC(C)CC(=O)NNC(=S)NCc1ccco1,0.46,i
CCc1c(O)nc(SCC(=O)NCc2ccco2)[nH]c1=O,-1.05,i
# Other entries follow:
SMILES,Kir21 block,KCNQ2 block
COc1ccccc1NC(=O)CS(=O)(=O)c1cn(CC(=O)N2CCCC2)c2ccccc12,1.18,i
Cn1c(=O)c2ccccc2n2c(CCl)nnc12,-0.41,i
COc1cc(NC(=O)c2ccc(NC3=NC4CS(=O)(=O)CC4S3)cc2)cc(OC)c1OC (stereo not drawn),-0.61,i
COC(=O)CC1C(=O)NCCN1C(=S)Nc1cccc(C)c1 (stereo not drawn),0.4,i
Cc1ccc(S(=O)(=O)N/N=C/c2cccc3c2OCCO3)cc1,-1.23,i
CCOc1ccc(C(=O)N2CCN(c3ccccn3)CC2)cc1,-0.13,i
CCOCCCNC(=O)CSc1nc2nc(C)c(Cc3ccccc3)c(C)n2n1,-1.02,i
c1cc2c(cc1-c1[nH]ncc1CN1CC3C[C@@H]4CC1C[C@H](C3)C4)OCO2,-1.49,i
Cc1ccc(Cn2c(CCNc3nc(-c4ccc(C)cc4)cs3)nc3cc(C(=O)NCCCO)ccc32)cc1,0.31,i
Nc1ccc(NC(=O)c2cccc(C(=O)Nc3ccc(N)cc3Cl)c2)c(Cl)c1,2.86,i
CCN(CC)S(=O)(=O)c1cc(NC(=O)CN2CCN(c3ccccn3)CC2)ccc1C,0.24,i
Cc1nc2nc(C)c(CCC(=O)NC(C)c3ccc4c(c3)OCCO4)c(C)n2n1 (stereo not drawn),1.36,i
Cc1ccc(S(=O)(=O)N(C)Cc2ccc(C(=O)N/N=C/c3ccc(OC(F)F)cc3OC(F)F)cc2)cc1,-1.78,i
COc1ccc(Cn2c(=O)[nH]c3cc(C(=O)N4CCN(c5ccccn5)CC4)ccc3c2=O)cc1,1.13,i
Cc1ccccc1NC(=O)Cn1c(C)nc2ccc(NC(=O)C3CC3)cc2c1=O,0.53,i
CC(Nc1ccc(Cl)cc1)C(=O)NN (stereo not drawn),0.07,i
O=C(NCCc1ccccc1Cl)C1CCC(=O)N(CCCc2ccccc2)C1 (stereo not drawn),-0.14,i
O=C(COc1cccc2cccnc12)Nc1nccs1,-0.12,i
COc1cccc(-c2n[nH]c3c2CCC3)c1,-1.04,i
CC(O)C(=O)N/N=C/c1cccc(Cl)c1Cl (stereo not drawn),-0.39,i
Cc1cc(C)nc(Nc2nc3ccccc3s2)n1,-0.33,i
Cc1ccc(C2/C(=C(/O)c3ccccc3)C(=O)C(=O)N2CCN2CCOCC2)o1 (stereo not drawn),0.24,i
COc1cc(-n2nnnc2SC)c(OC)cc1Cl,0.24,i
COc1ccc2nc(NC(=O)CSc3nc4ccccc4o3)sc2c1,1.19,i
CCOc1ccc(CN2CCN(CCCc3ccccc3)CC2CCO)cc1 (stereo not drawn),0.29,i

# Compound profiles (already shown). Values in the order: Kir21 block	KCNQ2 block
# `COc1ccccc1NC(=O)CS(=O)(=O)c1cn(CC(=O)N2CCCC2)c2ccccc12` is entered as 1.18	i
# `CC(Nc1ccc(Cl)cc1)C(=O)NN` (stereo not drawn) is entered as 0.07	i
# `COc1cc(-n2nnnc2SC)c(OC)cc1Cl` is entered as 0.24	i
# `Cc1ccccc1NC(=O)Cn1c(C)nc2ccc(NC(=O)C3CC3)cc2c1=O` is entered as 0.53	i
# `O=C(COc1cccc2cccnc12)Nc1nccs1` is entered as -0.12	i

# More compounds follow:
SMILES,Kir21 block,KCNQ2 block
Cc1cc(C)cc(Nc2ccc(C(=O)O)cc2[N+](=O)[O-])c1,0.44,i
CCOC(=O)c1ccc2nc(C)c(C)nc2c1,1.33,i
CCOC(=O)c1c(C)[nH]c(C)c1S(=O)(=O)N1CCCCC1,-0.32,i
COc1ccc(N2CCN(C(=O)CCNS(=O)(=O)c3ccc(Br)s3)CC2)cc1,0.83,i
Cc1[nH]nc2c1C(=O)CC(C)(C)C2,-1.83,i
CCCCn1nnnc1SCC(=O)Nc1cccc(C)c1,0.15,i
COC(CNC(=O)c1ccc2nc3ccccc3c(=O)n2c1)OC,0.03,i
CC(NC(=O)COc1ccc(Br)cc1)C1CCCO1 (stereo not drawn),-0.09,i
COc1cc(C2C=C(Nc3ccccc3)C(=O)N2c2ccccc2)ccc1O (stereo not drawn),0.97,i
CCOC(=O)C1=C(COc2ccccc2)NC(=O)NC1c1ccc2ccccc2c1 (stereo not drawn),-0.38,i
O=C(NNc1ccc(Cl)cc1)C1CCC1,1.3,i
CCOc1ccc2c(c1)OC(c1ccc(OC)cc1)(C(F)(F)F)NC2=O (stereo not drawn),0.05,i
O=C(O)C1C2CCC(C2)C1C(=O)NCCc1ccc(F)cc1 (stereo not drawn),0.39,i
COC(=O)c1sc(SC)c(S(=O)(=O)C(C)C)c1N/N=C(\C#N)S(=O)(=O)c1ccccn1,-0.98,i
CCN(CC)c1ncnc2c1ncn2Cc1c(Cl)cccc1Cl,-2.25,i
O=C(CSCc1ccccc1)Nc1ccc2c(c1)C(=O)NC2=O,1.51,i
O=C(Cn1c(C(=O)O)cc2ccccc21)c1ccccc1,0.01,i
COc1ccccc1CNc1cc(C)ccn1,1.67,i
O=C(NN1CCCCC1)c1cccc2ccccc12,0.02,i
O=C(Nc1ccc2nc(-c3ccccc3)oc2c1)c1ccco1,0.8,i
COc1ccc(N(CN2C(=O)c3ccccc3C2=O)C(=O)C(C)C)cc1,-0.53,i
COc1ccc(CC(=O)NCC2CCCN(Cc3cc(OC)cc(OC)c3)C2)cc1 (stereo not drawn),1.35,i
Cc1ccc(S(=O)(=O)NCc2ccc(C(=O)N3CCN(c4ccccn4)CC3)cc2)cc1,-0.26,i
COC(=O)c1oc2ccccc2c1NC(=O)/C=C/C(=O)O,1.22,i
N#CC1(c2ccccc2)CCCN1C(=O)c1ccc(Br)o1 (stereo not drawn),-0.01,i

# No new results follow: 5 of the compounds above.
SMILES,Kir21 block,KCNQ2 block
COc1ccc(N(CN2C(=O)c3ccccc3C2=O)C(=O)C(C)C)cc1,-0.53,i
COc1ccc(CC(=O)NCC2CCCN(Cc3cc(OC)cc(OC)c3)C2)cc1 (stereo not drawn),1.35,i
Cc1ccc(S(=O)(=O)NCc2ccc(C(=O)N3CCN(c4ccccn4)CC3)cc2)cc1,-0.26,i
COC(=O)c1oc2ccccc2c1NC(=O)/C=C/C(=O)O,1.22,i
N#CC1(c2ccccc2)CCCN1C(=O)c1ccc(Br)o1 (stereo not drawn),-0.01,i

# Following part:
SMILES,Kir21 block,KCNQ2 block
Cc1cc(C)cc(N(CC(=O)O)S(=O)(=O)c2c(C)[nH]c(=O)[nH]c2=O)c1,-1.1,i
CCCCCNCc1ccc(Cl)cc1,-2.87,i
CC(=O)c1ccc(N2CCN(C(=O)c3ccc(NC4=NC5CS(=O)(=O)CC5S4)cc3)CC2)cc1 (stereo not drawn),0.35,i
CCC1Oc2ccccc2N(CC(=O)NCCCN2CCN(c3ccc(OC)cc3)CC2)C1=O (stereo not drawn),0.12,i
CCc1nccn1S(=O)(=O)c1cc(OC)c(Cl)cc1OC,-2.19,i
CCCCOc1ccc(/C=N/NC(=O)c2nnn(-c3nonc3N)c2CN2CCCCCC2)cc1,0.15,i
CC(C)(C)NC(=O)C(c1ccc(F)cc1)N(Cc1ccco1)C(=O)c1csnn1 (stereo not drawn),-0.09,i
Cc1ccc(C2=NS(=O)(=O)N(C)C(C(=O)N(C)C3CCCCC3)=C2)cc1,-2.34,i
CCOc1ccccc1-n1c(SCC(=O)NC2CCCC2)nnc1-c1ccoc1C,0.98,i
CCC(=O)Nc1ccc(NC(=O)CSc2nnc(-c3ccco3)n2CC)cc1,1.38,i
COCCn1c(SCC(=O)NCC2CCCO2)nc2c([nH]c3ccccc32)c1=O (stereo not drawn),1.19,i
CCOC(=O)C1CCCN(C(=O)c2cc(Nc3ccc(OC)cc3)nc3ccccc23)C1 (stereo not drawn),-2.59,i
CCCCCC(=O)Nc1cc(N(C)C)nc2ccccc12,-0.37,i
CCCCN(CC)CCCNC(=O)c1cc2c(=O)n(CC)c3ccccc3c2s1,-1.45,i
CCNc1nc(OC)nc(SCC(=O)Nc2ccccc2)n1,0.38,i
C=CCn1c(CSc2nc3ccccc3s2)nnc1SCC(=O)NCCN1CCOCC1,-1.48,i
CCOc1ccccc1NC(=O)Cn1nnc(C(=O)Nc2ccccc2Cl)c1N,0,i
CC(C)CC(=O)NN(C)c1nc(-c2ccccc2)nnc1C(F)(F)F,-1.38,i
Cc1cc(C)cc(N(CCC(=O)O)S(=O)(=O)c2ccc3ccccc3c2)c1,0.81,i
CCc1nc2c(cnn2-c2ccc(Cl)cc2)c(=O)n1-c1ccc(OC)cc1,-0.66,i
CCN(Cc1ccccc1)C(=O)CN1C(=O)COc2ccc(S(=O)(=O)N3CCCCCC3)cc21,-1.63,i

# Source: PubChem (Johns Hopkins Ion Channel Center)
